PP1 counter: PP1-alpha (human) inhibition in PP5 counter-screen | inhibition, % at 6.7 µM | purified PP1alpha, OMFP fluorescence | 0.9% of 320,000 active | AID 2235 | P62136;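 active = inhibition above the mean inhibition of all tested compounds plus 3 SD, computed separately for each screening campaign, cut at about 15% in these data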
Target sequence (P62136 whole entry, looked up): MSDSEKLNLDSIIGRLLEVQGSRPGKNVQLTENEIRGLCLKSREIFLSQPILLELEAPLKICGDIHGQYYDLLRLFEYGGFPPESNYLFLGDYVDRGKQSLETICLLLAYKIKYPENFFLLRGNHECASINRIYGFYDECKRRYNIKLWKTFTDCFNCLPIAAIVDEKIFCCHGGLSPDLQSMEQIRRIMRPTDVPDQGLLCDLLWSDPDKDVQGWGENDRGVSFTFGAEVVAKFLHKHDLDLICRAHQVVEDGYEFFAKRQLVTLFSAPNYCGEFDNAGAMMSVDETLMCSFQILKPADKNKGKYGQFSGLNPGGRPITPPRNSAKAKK
PP5 primary: PP5 (human) phosphatase inhibition. purified PP5c, OMFP substrate fluorescence. inhibition, % at 6.7 µM. 0.18% of 320,000 active. AID 1987;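 active = inhibition above the campaign's mean inhibition across all tested compounds plus 3 SD, cut at about 9.5% in these data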;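 note: 0% = DMSO only and 100% = 100 µM cantharidin control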
Target sequence (P53041 whole entry, looked up): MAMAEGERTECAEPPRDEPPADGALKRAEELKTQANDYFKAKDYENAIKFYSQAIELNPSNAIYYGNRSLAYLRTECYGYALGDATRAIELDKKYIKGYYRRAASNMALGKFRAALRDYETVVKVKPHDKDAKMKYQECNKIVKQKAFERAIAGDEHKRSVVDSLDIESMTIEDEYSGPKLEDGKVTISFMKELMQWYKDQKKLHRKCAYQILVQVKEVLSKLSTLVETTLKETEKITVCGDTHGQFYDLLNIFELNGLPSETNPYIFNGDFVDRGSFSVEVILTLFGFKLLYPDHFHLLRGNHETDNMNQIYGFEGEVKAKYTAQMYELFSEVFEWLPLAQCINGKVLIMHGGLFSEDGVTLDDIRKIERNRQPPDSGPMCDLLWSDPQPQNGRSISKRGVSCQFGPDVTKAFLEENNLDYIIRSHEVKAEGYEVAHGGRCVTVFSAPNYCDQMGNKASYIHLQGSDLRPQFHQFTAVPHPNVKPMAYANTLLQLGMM
PREPL inhibitor: inhibits the human prolyl oligopeptidase-like enzyme; AID 2751; inhibition, % at 5.96 µM; recombinant PREPL, fluorescence polarization activity-based probe; Q4J6C6; 0.68% of 320,000 active; in the data active = inhibition above about 43%;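 note: 0% = enzyme with DMSO and 100% = wells lacking enzyme; many of its hits are not listed in these tables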
Efflux pump inh: antifungal efflux pump inhibition, Nile Red retention; inhibition, % at 10 µM; S. cerevisiae Candida pump triplex; 0.44% of 330,000 active;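 active = plate passing quality check with inhibition over a set limit, or well fluorescence over plate mean plus 4 SD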;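 note: Nile Red retained in pooled yeast measured as flow cytometry median fluorescence; 0% = buffer negative control and 100% = Enniatin B positive control; higher means more Nile Red kept so more efflux inhibition; some compounds called inactive have numbers as strong as hits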
Fh CTSL1 inh: cathepsin L1 inhibition, PFM18AAP counter-screen; 0.49% of 300,000 active; inhibition, % at 5.96 µM; recombinant F. hepatica cathepsin L1, Z-Leu-Arg-MCA fluorescence;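 active = inhibition above the mean of all tested compounds plus 3 SD, set per screening campaign, cut at about 17% in these data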;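 note: 0% = plate median of test compound wells and 100% = 1 µM Z-Phe-Ala-diazomethylketone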
LYPLA2 inh: LYPLA2 (human) inhibition in PME1 counter-screen. O95372. recombinant LYPLA2, FP-Rh probe fluorescence polarization. inhibition, % at 5.9 µM. 0.38% of 320,000 active. AID 2177;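 active = inhibition above the screen-wide mean plus 3 SD, limit set per campaign, cut at about 26% in these data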;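 note: 0% = LYPLA2 with DMSO and 100% = wells lacking LYPLA2 enzyme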
TPT1 inhibitor: C. albicans TPT1 enzyme inhibition; AID 1962; inhibition, % at 5 µM; 0.81% of 300,000 active; recombinant caTPT1, FP RNA substrate dephosphorylation;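 active = inhibition above the mean of all tested compounds plus 3 SD, set per screening campaign, cut at about 24% in these data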;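 note: plate controls were DMSO alone for no effect and ferristatin control at 100 nM for full effect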
GASC-1 inh: human JMJD2C demethylase inhibition; GST-JMJD2C(1-420) H3K9me3 demethylation, DELFIA europium; inhibition, % at 2.35 µM; Q9H3R0; 0.069% of 330,000 active; AID 2099;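 active = more than half of a compound's replicate wells show inhibition beyond 50%, single wells judged on their own value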;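 note: signal counts dimethyl H3K9 product captured on neutravidin plate; 0% = median of DMSO wells and 100% = 0.3 times that DMSO median; strong numbers were not always called active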
core dimer inh: blocks dimerization of HCV core protein; TR-FRET GST/Flag-core106 dimerization, 1536-well; inhibition, % at 5 µM; 0.33% of 300,000 active;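 active = inhibition above the mean of all tested compounds plus 3 SD, set per screening campaign, cut at about 45% in these data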
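Material: GST/Flag-tagged HCV core106 proteins. Incubation: 4 h, 22.5 °C incubation. Read-out basis: inhibition (%) from 671 over 617 nm ratio. Measured by: TR-FRET, excitation 340 nm, emission 617 and 671 nm.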
* = called active by the depositor; . = not tested or not shown; & = joins results of further samples.

SMILES	PP1 counter	PP5 primary	PREPL inhibitor	Efflux pump inh	Fh CTSL1 inh	LYPLA2 inh	TPT1 inhibitor	GASC-1 inh	core dimer inh
O=C1CC(c2ccccc2)CC(=O)C1Sc1ccc(Cl)cc1 (configuration not stated)	4	1.6	10	0.0	-5	0	1	0	0
O=C(NCc1cccs1)c1cc2ccccc2o1	-3	4.2	-13	0.3	-4	-3	0	12	3
Cc1cc(NC(=O)C2CC(=O)N(c3ccccc3C)C2)no1 (configuration not stated)	-1	2.9	14	-0.1	-2	9	0	0	-4
CCCN1CNC(=S)N(c2ccccc2OC)C1	0	-1.1	10	0.3	7	3	2	-2	-1
COc1ccc(NC(=O)CCS(=O)(=O)c2ccc(OC)cc2)cc1	-6	-4.1	0	0.3	-4	-10	-3	1	-8
COc1ccc(C(=O)CSc2nnc(CNC(=O)c3ccccc3)o2)cc1	-2	4.4	-9	0.1	0	0	0	12	1
COc1ccc(CCC(=O)Nc2cc(S(=O)(=O)N3CCCCC3)ccc2N(C)C)cc1	-1	3.9	17	1.1*	.	-1	.	6	.
CCC(=O)Nc1ccc2c(c1)nc1n2CCN(CCOC)C1	-1	2.0	-4	0.2	-18	6	0	2	5
CN(C(=O)CCNC(=O)Cn1cnc2ccccc2c1=O)c1ccc(Br)cc1	-3	1.0	-5	-0.2	-3	-7	0	-2	0
O=C1N(c2ccccc2)C(=Nc2ccccc2)SC12CC2	-2	-2.3	-3	-0.1	-1	2	-2	-2	-1
Cc1cc(C(=O)COc2ccccc2Cl)c(C)n1C1CC1	-2	2.4	23	-0.1	.	2	.	3	.
O=C(N/N=C/c1ccc([N+](=O)[O-])cc1)c1cccc(N2CCCC2=O)c1	-1	1.4	5	0.0	1	8	-3	-39	-5
Cc1cc2cc(CNC(=O)c3ccc(S(=O)(=O)N(C)C)cc3)ccc2n1C	4	-0.6	7	0.0	-2	0	-6	-1	-7
COc1cc(OC)cc(C(=O)NCCN2C(=O)S/C(=C\c3cccs3)C2=O)c1	-5	-1.6	-8	0.1	2	-3	-2	14	7
CCCCOC(=O)CCNc1n[nH]c(=O)[nH]c1=O	-2	2.5	2	-0.2	-2	3	3	1	-9
C/C(CC(=O)Nc1ccc2c(c1)OCCO2)=N\NC(=O)COc1ccc(C)cc1	-3	-1.1	-13	-0.2	0	8	1	10	10
Cc1ccc(NC(=O)c2ccn(C)n2)c(Br)c1	-1	1.4	-11	-0.3	2	0	0	7	1
O=C1CN(C(=O)CNC(=O)c2cccc(Cl)c2)c2ccccc2N1	-3	0.1	-4	0.0	0	6	1	26	1
COc1cc(S(=O)(=O)Nc2cccnc2)ccc1Cl	1	-2.5	-1	0.0	-2	-10	-1	-2	7
O=C(Oc1ccc(N2C(=O)CCC2=O)cc1)c1ccccc1	0	0.5	3	0.0	5	1	0	41	-6
COC(=O)C(Cc1c[nH]c2ccccc12)NC(=O)CNC(C)=O (configuration not stated)	-1	0.6	0	0.0	-2	2	-4	23	-3
COc1cccc(C2C(C(=O)OC(C)C)=C(C)N=c3s/c(=C\c4ccc(C(=O)O)cc4)c(=O)n32)c1 (configuration not stated)	11	3.8	4	1.0	-1	-1	1	0	3
Cc1ccc(OCCC(=O)OCC(=O)Nc2c(C)nn(-c3ccccc3)c2C)cc1	-4	-1.3	1	-0.1	-8	5	1	-19	1
COc1ccc(/C=C2\N=C(c3c(-c4ccccc4)noc3C)OC2=O)cc1OC	19*	0.7	-5	0.0	2	2	2	-3	-1
COc1ccc(NC(=O)c2ccco2)cc1NC(=O)c1c(OC)cccc1OC	-2	0.8	-3	-0.1	1	0	0	2	8
COc1cccc(NC(=S)NC2CC3CCCC(C2)N3C2CCCC2)c1 (configuration not stated)	4	1.9	20	-0.2	-8	7	-5	17	-3
Cc1ccc(Nc2ncnc3c2nnn3Cc2ccccc2)cc1	1	1.7	2	0.0	3	-7	3	1	2
O=C(COc1ccccc1)NCC1COc2ccccc2O1 (configuration not stated)	-3	-1.6	-23	-0.2	-2	-3	-3	-1	-1
CCOc1ccc(-n2ccnc(SCC(=O)Nc3ccc(CC)cc3)c2=O)cc1	-4	-1.0	3	-0.1	3	1	-1	-1	11
CN(C)NC(=S)NC1CC2CCC1C2 (configuration not stated)	0	-2.1	-11	0.1	0	-2	-1	-8	0
COc1ccccc1CNC(=O)c1ccc(SC)cc1OC	-12	4.3	4	0.1	-2	-3	2	87	6
Nc1nc(NCc2ccco2)nc(Nc2cccc(F)c2)c1[N+](=O)[O-]	5	1.9	-1	0.1	1	-10	-1	14	-2
O=[N+]([O-])c1cc(-c2csc(NCCc3nc4cc(Cl)c(N5CCCCC5)cc4n3CCCO)n2)ccc1Cl	10	5.5	19	0.0	-2	1	3	11	4
CC1CCCN(C(=O)CSc2nnc3ccccn23)C1 (configuration not stated)	-4	1.2	5	0.2	.	-3	.	.	.
NS(=O)(=O)c1ccc(NC(=O)COC(=O)c2cc3ccccc3cc2O)cc1	-3	1.3	0	-0.2	0	-39	3	-2	-1
C/C(CCc1oc2ccccc2c1-c1ccc(C)o1)=N/O	1	1.0	-10	0.0	-6	2	0	2	-3
Cc1ccc(CNC(=O)CS(=O)Cc2nc(-c3cccs3)oc2C)cc1 (configuration not stated)	2	0.7	-4	0.1	-12	-3	1	-6	25
COc1ccccc1C(=O)NC(=O)COC(=O)c1ncc(Cl)c(Cl)c1Cl	-3	3.0	10	0.1	-2	-1	-3	-1	0
COC(=O)c1sccc1NC(=O)c1ccc(Cl)cc1	3	1.7	-10	0.4	-2	-3	2	-1	-122
COc1cccc(NC(=O)CSc2nnc(-c3cc(C)[nH]n3)n2N)c1	-1	3.1	-3	0.1	-3	-3	-1	8	2
O=C1CCCCCN1CP(=O)(O)CCc1ccccc1	-2	3.4	6	-0.1	-2	-4	-1	-2	3
O=C(c1cccc(-c2ccc(O)cc2)c1)N1CCN(c2ccc(F)cc2)CC1	-3	0.0	16	-0.1	1	-1	-9	-1	6
CCc1ccc(NC(=O)N(Cc2ccco2)C(C)c2cccs2)cc1 (configuration not stated)	3	7.3	-7	0.2	-19	2	2	-1	1
COc1ccc(C(C)NC(=O)c2ccncc2)cc1OC (configuration not stated)	-4	1.7	3	0.0	1	4	0	-32	-14
Fc1ccccc1CSc1ncnc2c1oc1ccccc12	1	-1.4	-5	-0.1	3	1	-1	24	-7
Cc1cccc(C)c1OCc1cc(C(=O)N2CCN(Cc3nccn3C)CC2)no1	-2	-0.6	-1	-0.1	0	4	1	-3	-1
COc1ccc(NC(=O)CNS(=O)(=O)c2ccc3nc(C)sc3c2)c(OC)c1	-2	-1.1	1	0.0	5	9	-5	8	0
COc1ccc(OC)c(NC(=O)c2cnc(Nc3ccccc3OC)c3ccccc23)c1	2	1.3	6	-0.1	1	-11	-3	-22	9
CCn1c(COc2ccc(OC)cc2)nc2ccccc21	1	3.0	6	-0.1	-1	2	1	-3	-7
Cc1cc2oc(C(=O)NCc3ccc(S(N)(=O)=O)cc3)c(C)c2cc1C	2	-1.1	1	0.1	-1	-6	-2	10	7
COC(=O)C1(C)NC(c2cccc(C)c2)C2C(=O)N(c3ccc(F)cc3)C(=O)C21 (configuration not stated)	3	0.8	4	-0.1	0	4	-1	-4	2
CCN1CCN(C(=O)CCN2C(=O)c3ccccc3S2(=O)=O)CC1	-3	-0.7	11	-0.1	1	9	1	-1	-4
COc1ccc(C2c3[nH]c4ccccc4c3C[C@H]3C(=O)N(C)CC(=O)N23)cc1OC (some centres not stated)	2	-1.0	-2	0.0	-5	-9	-3	-1	2
COc1cc(C(=O)NC(=S)Nc2ccc(Cl)c(C(=O)O)c2)cc(OC)c1OC	-2	-2.3	4	0.0	1	-2	-1	3	0
CCCCOC(=O)CSC(=S)N(C)Cc1cccs1	3	3.5	0	0.5	0	1	-2	4	0
COc1ccc(C(=O)NCCN2C(=O)S/C(=C\c3cccnc3)C2=O)c(OC)c1OC	-2	3.3	-5	0.0	2	-3	1	1	5
CCCS(=O)(=O)c1c(S(=O)(=O)CCC)c2ccccn2c1C(=O)OC	11	-1.4	10	-0.1	7	-6	0	5	-4
Cc1ccc(/C=C2\SC(=S)N(CCC(=O)Nc3cccnc3)C2=O)cc1	0	4.1	4	-0.1	-4	7	-2	-1	8
CC(C)OC(=O)C(C)Nc1ccc(F)c(Cl)c1 (configuration not stated)	-5	0.9	-6	-0.1	-3	-4	-2	2	1
NNC(=O)c1nc(Cl)c(Cl)c(N)c1Cl	1	3.9	13	-0.1	3	0	-2	0	1

Ordered by heavy-atom count (lowest first): 4 of the compounds above.
SMILES	PP1 counter	PP5 primary	PREPL inhibitor	Efflux pump inh	Fh CTSL1 inh	LYPLA2 inh	TPT1 inhibitor	GASC-1 inh	core dimer inh
CC(C)OC(=O)C(C)Nc1ccc(F)c(Cl)c1 (configuration not stated)	-5	0.9	-6	-0.1	-3	-4	-2	2	1
CCCCOC(=O)CSC(=S)N(C)Cc1cccs1	3	3.5	0	0.5	0	1	-2	4	0
Cc1cc2oc(C(=O)NCc3ccc(S(N)(=O)=O)cc3)c(C)c2cc1C	2	-1.1	1	0.1	-1	-6	-2	10	7
COc1ccc(C2c3[nH]c4ccccc4c3C[C@H]3C(=O)N(C)CC(=O)N23)cc1OC (some centres not stated)	2	-1.0	-2	0.0	-5	-9	-3	-1	2

Among those listed so far, 5 have fluorine:
SMILES	PP1 counter	PP5 primary	PREPL inhibitor	Efflux pump inh	Fh CTSL1 inh	LYPLA2 inh	TPT1 inhibitor	GASC-1 inh	core dimer inh
Nc1nc(NCc2ccco2)nc(Nc2cccc(F)c2)c1[N+](=O)[O-]	5	1.9	-1	0.1	1	-10	-1	14	-2
O=C(c1cccc(-c2ccc(O)cc2)c1)N1CCN(c2ccc(F)cc2)CC1	-3	0.0	16	-0.1	1	-1	-9	-1	6
Fc1ccccc1CSc1ncnc2c1oc1ccccc12	1	-1.4	-5	-0.1	3	1	-1	24	-7
COC(=O)C1(C)NC(c2cccc(C)c2)C2C(=O)N(c3ccc(F)cc3)C(=O)C21 (configuration not stated)	3	0.8	4	-0.1	0	4	-1	-4	2
CC(C)OC(=O)C(C)Nc1ccc(F)c(Cl)c1 (configuration not stated)	-5	0.9	-6	-0.1	-3	-4	-2	2	1

Continued:
SMILES	PP1 counter	PP5 primary	PREPL inhibitor	Efflux pump inh	Fh CTSL1 inh	LYPLA2 inh	TPT1 inhibitor	GASC-1 inh	core dimer inh
COc1ccccc1CNS(=O)(=O)c1cccc(S(=O)(=O)N2CCOCC2)c1	4	2.1	-2	0.0	-2	12	4	1&10	-3
COc1ccc(NC(=O)CO/N=C(\C)c2cccs2)cc1	-3	1.0	0	0.4	-4	1	1	-10	10
COc1ccccc1N1CCN(Cc2cc3c(cc2[N+](=O)[O-])OCO3)CC1	3	3.9	-4	0.1	2	-2	-2	-12	-5
COc1ccc(C(=O)Nc2ccc(-n3nncc3C(C)(C)C)cc2)cc1	1	-0.8	5	0.6	4	9	-2	-7	5

Assay outcomes (PubChem BioAssay)

The list is partial. The share of hits here may be higher or lower than overall.
